LDHA block: blocks human lactate dehydrogenase A | purified LDHA, NADH/diaphorase-resazurin fluorescence; stronger effect = lower value | activity change, % (values are at about 110 or 230 µM) | actives 0.15% (n = 480,000) | AID 1347041; in the data active = activity change below about -30%; inconclusive = mostly about -25% to -30%;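 also: plate controls were DMSO wells for no effect and wells without enzyme for full effect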
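Human LDH5 at 2 nM final in Tris HCl pH 7.4 with 0.06 mM NADH and 0.2 mM pyruvate, reacted 5 minutes at room temperature. Remaining NADH coupled via diaphorase/resazurin; resorufin fluorescence read at 0 and 20 minutes, normalized to enzyme-free and DMSO wells.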
Pol beta inh: blocks human DNA polymerase beta activity; AID 485314; actives 1.3% (n = 340,000); P06746; Potency, µM (top dose mostly 114 µM), inactives show top-dose activity change, negative = inhibition, usual class: inhibitors; Pol beta primer extension/strand displacement, fluorescence kinetic; also: potency is read from the fitted curve at half-maximal effect; % is scaled to controls: 0 for no effect and ±100 for the full control effect
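Homogeneous kinetic assay of primer extension and strand displacement by 10 nM Pol beta, preincubated 15 min at room temperature with compound before 50 nM substrate (final) was added. Read at 0 and 10 min; four-parameter Hill fit.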
Glioma ERSR ind: induces the endoplasmic reticulum stress response in human glioma cells | Potency, µM, for the others: top-dose activation, hits mostly activators | actives 0.02% (n = 420,000) | U87-MG GRP78 promoter luciferase reporter, 16 h; also: potency is read from the fitted curve at half-maximal effect; series mostly up to about 76 µM; % of control where 0% means no effect; nearly all actives have a fitted effect of over 35% in size
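Stably transfected U87-MG glioma cells carrying a GRP78-based luciferase sensor; 16 h compound incubation. Luminescence end-point read 10 min after Bright-Glo addition at room temperature.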
Pol eta inh: blocks human DNA polymerase eta activity | recombinant Pol eta, fluorescent DNA replication assay | actives 1.2% (n = 390,000) | Potency, µM (series often up to 114 µM), for the others: at the highest dose activity change, negative = inhibition, hits mostly inhibitors; also: potency is read from the fitted curve at half-maximal effect; % is scaled to controls: 0 for no effect and ±100 for the full control effect
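Pol eta (10 nM) was preincubated with compounds for 15 min at room temperature, after which fluorescent replication substrate (50 nM final) was added to start the reaction. Fluorescence was read kinetically at 0 and 10 min.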
POLK inh: DNA polymerase kappa (human) inhibition | Q9UBT6 | purified Pol kappa, fluorescent DNA synthesis assay, 10 min | Potency, µM (highest dose often 107 µM), for the others: top-dose activity, negative = inhibition, most hits filed as inhibitors | actives 0.53% (n = 400,000) | AID 588579; also: potency is read from the fitted curve at half-maximal effect; % is scaled to controls: 0 for no effect and ±100 for the full control effect
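Pol kappa 10 nM + cpd, 15 min RT; start w/ substrate 50 nM final; fluorescence kinetic read, 0 and 10 min. Neg ctrl: buffer, no enzyme.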
BLM inh: inhibitors of human Bloom syndrome helicase BLM; recombinant BLM DNA unwinding, fluorescence dequenching; Potency, µM (titrated, usually from 56.1 µM), for the others: at the top dose activity change, negative = inhibition, usual class: inhibitors; actives 0.2% (n = 350,000);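 also: potency is read from the fitted curve at half-maximal effect; plate controls were vehicle for no effect and no enzyme for full effect; nearly all actives have a fitted effect of over 35% in size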
POLI inh: blocks human DNA polymerase iota activity. Q9UNA4. Pol iota fluorescent replication assay, 10 min. Potency, µM (doses to about 115 µM), for inactives: top-dose activity, negative = inhibition, most hits filed as inhibitors. actives 1% (n = 390,000); also: potency is read from the fitted curve at half-maximal effect
Target sequence (Q9UNA4 whole entry, looked up): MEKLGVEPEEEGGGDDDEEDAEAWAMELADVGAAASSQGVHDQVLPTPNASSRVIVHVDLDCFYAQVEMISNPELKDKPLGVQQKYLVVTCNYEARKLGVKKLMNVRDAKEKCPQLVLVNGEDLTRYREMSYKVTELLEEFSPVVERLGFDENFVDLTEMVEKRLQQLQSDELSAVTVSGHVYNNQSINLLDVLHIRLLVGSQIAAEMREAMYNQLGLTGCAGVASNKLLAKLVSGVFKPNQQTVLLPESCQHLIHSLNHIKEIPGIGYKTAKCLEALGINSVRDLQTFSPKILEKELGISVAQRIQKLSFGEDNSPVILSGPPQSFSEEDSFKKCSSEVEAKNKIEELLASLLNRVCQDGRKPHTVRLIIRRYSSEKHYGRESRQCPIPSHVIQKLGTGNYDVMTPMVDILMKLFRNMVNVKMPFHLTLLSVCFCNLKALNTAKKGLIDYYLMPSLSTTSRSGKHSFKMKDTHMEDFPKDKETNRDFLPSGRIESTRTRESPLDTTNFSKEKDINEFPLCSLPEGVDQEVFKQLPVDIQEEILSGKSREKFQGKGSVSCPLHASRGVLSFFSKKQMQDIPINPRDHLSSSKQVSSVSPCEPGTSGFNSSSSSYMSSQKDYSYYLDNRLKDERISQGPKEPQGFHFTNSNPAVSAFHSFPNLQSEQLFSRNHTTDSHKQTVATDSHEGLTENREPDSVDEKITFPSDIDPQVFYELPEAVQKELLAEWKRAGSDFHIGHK
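Fluorescent replication assay read twice, at 0 min and 10 min after adding 50 nM (final) substrate. Enzyme (10 nM) and compounds were first incubated 15 min at room temperature; enzyme-free buffer wells were negative controls.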
Apoferritin bind: binds horse apoferritin like a general anesthetic. Potency, µM (titrated, usually from 77.5 µM), without a hit: at the top dose activity change, negative = displacement, actives largely listed as inhibitors. P02791. apoferritin/1-aminoanthracene competitive binding, fluorescence. actives 0.074% (n = 350,000); also: potency is read from the fitted curve at half-maximal effect; % is scaled to controls: 0 for no effect and ±100 for the full control effect; nearly all actives have a fitted effect of over 20% in size
Target sequence (P02791 2-175 limits assumed): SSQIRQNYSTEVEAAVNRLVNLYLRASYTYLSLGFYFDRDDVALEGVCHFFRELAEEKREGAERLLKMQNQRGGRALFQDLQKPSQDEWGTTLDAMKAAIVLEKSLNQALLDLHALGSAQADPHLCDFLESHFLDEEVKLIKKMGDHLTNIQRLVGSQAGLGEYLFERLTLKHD
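10 uM apoferritin + 50% sat. 1-AMA, PBS; cpd 10 min RT; Ex380/Em535 endpoint; normalized to free probe vs complex; 4-param Hill fit; propofol titration as pos. ctrl.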
APEX1 inh: inhibitors of human APE1 endonuclease | P27695 | recombinant APE1, TAMRA/BHQ-2 abasic DNA cleavage fluorescence | Potency, µM (doses to about 65.8 µM), for inactives: at the highest dose activity change, negative = inhibition, most hits filed as inhibitors | actives 0.35% (n = 350,000);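 also: potency is read from the fitted curve at half-maximal effect; plate controls were vehicle for no effect and reference inhibitor for full effect; nearly all actives have a fitted effect of over 55% in size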
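Kinetic fluorescence read (525 ex/598 em nm, three reads 60 s apart) of AP-site incision; signal = third minus first read. Enzyme 0.75 nM, dual-labelled THF duplex 50 nM, compound preincubation 15 min RT.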
* = called active by the depositor; ? = inconclusive; / = not tested or not shown; & = joins results of further samples; [ ] = remark or other dose. Unless noted, calls follow the shape of the dose curve; as a rule, active = well fitted curve in the direction sought with a large enough effect; inconclusive = small, poorly fitted or top-dose-only effect, or another doubt; inactive = no such curve, though single readings can be large; an effect the other way counts as inactive or inconclusive. Only part of the results is shown (hit frequency here may not be typical).

The line under a structure holds: LDHA block	Pol beta inh	Glioma ERSR ind	Pol eta inh	POLK inh	BLM inh	POLI inh	Apoferritin bind	APEX1 inh
1. COc1c2ccoc2nc2c(OC)c(OC[C@H](O)C(C)(C)O)ccc12
  /	/	2%	/	-8%[12 µM]	0%[21.4 µM]	/	2%[29.3 µM]	-4%[21 µM]
2. O=C(Nc1ccc(S(=O)(=O)N2CCCCC2c2cccnc2)cc1)c1c(F)cccc1F (centres undefined)
  0	-13%	0%	-31%	4%	-7%	-18%	-17%	-7%
3. CCCN1C2CCCC1CC(NC(=O)NC13CC4CC(CC(C4)C1)C3)C2 (centres undefined)
  -3	2%	-2%	-20%	-4%	-7%	3%	-15%	-5%
4. CN(C)C(CNC(=O)c1ccccc1OCc1ccc(Cl)cc1)c1ccco1 (centres undefined)
  -6	/	-1%	-4%	-2%	/	19%	/	-7%
5. COc1ccc2cc3[n+](cc2c1OC)CCc1cc2c(cc1-3)OCO2
  8&0	-16%	-2%&-4%&-6%&-8%&-3%&-3%	-9%&-5%	0%	157%[activator]	?	3%	-6%
6. CCOc1ccccc1NC(=O)CCn1cnnn1
  -5	-6%	1%	-19%	1%[60.1 µM]	4%	12%	-2%	/
7. Cn1c(Oc2ccc(F)cc2)c(C=O)c2ccccc21
  -6	15%	-2%	-7%	2%	-4%	1%	-23%	-1%
8. COc1ccccc1N1CCN(C(=O)c2sc3nc(C)nc(N4CCN(c5ccccn5)CC4)c3c2C)CC1
  -7	-3%	-5%	-8%	-11%	-12%	85%[activator]	-15%	33%
9. CCC1CN(C(=O)N2CCC(C(=O)NCCc3cc(OC)ccc3OC)CC2)c2ccccc2O1 (centres undefined)
  -8	-27%	-3%	-15%	-17%	-6%	10%	-6%	/
10. Cc1nc2ccc(NC(=O)[C@H](C)N3C(=O)C4CC=CCC4C3=O)cc2s1 (some centres undefined)
  -6	/	-1%	6%	-2%	/	14%	/	16%
11. O=Cc1c(OCc2ccccc2)ccc2ccccc12
  -1	-16%	11%	-25%	-7%	-3%	26%	?	-7%
12. CCC(C(=O)NC(C)(C)C)N(C(=O)Cn1nnc(-c2ccccc2F)n1)c1cccc2c1CCCC2 (centres undefined)
  -11	-2%	-3%	-7%	-15%	1%	8%	-14%	1%
13. CC(C)NC(=O)c1ccc(CSc2nc3ccncc3n2Cc2cccc(F)c2)cc1
  13	-1%	-1%	-11%	-9%	0%	28%	-12%	/
14. Cc1cc2occ(CC(=O)NC3=NCCS3)c2cc1C(C)C
  -6	15%	0%	-7%	-3%	0%	1%	-17%	-6%
15. N#Cc1c(Nc2ccccc2)sc(C(=O)c2ccccc2)c1N
  -3	-1%	1%	-9%	-21%	-1%	5%	-16%	-2%
16. COC(=O)c1cc(Br)ccc1-c1ccc(/C=N/n2nnnc2N)o1
  -6	-3%	1%	-11%	-8%[60.1 µM]	-10%	?	9%	2%
17. COc1ccc2oc(-c3ccc(NC(=O)c4ccc(Cl)cc4Cl)cc3)nc2c1
  -5	12%	-2%	-15%	4%	-6%	29%	-13%	/
18. CCSc1nc2sc3c(c2c(=O)[nH]1)CC(C)(CC)OC3 (centres undefined)
  1	37%	-6%	-9%	-4%	1%	-10%	-17%	1%
19. c1ccc(NCCSc2nc3ccccc3s2)cc1
  -1	/	7%	-16%	-13%	/	-8%	/	/
20. O=C(NN1CC(C(=O)OCc2ccc(Br)cc2)CC1=O)c1ccccc1 (centres undefined)
  0&-5	-1%	0%	-18%	6%	1%	43%[activator]	-9%	-7%
21. CCOc1ccccc1N(CC)C(=O)Cn1ncc2c(=O)oc3ccccc3c21
  -3	-16%	-2%	-16%	10%	-14%	-12%	-9%	-6%
22. O=C(N/N=C/c1ccc(N2CCOCC2)o1)c1cccc([N+](=O)[O-])c1
  30	6%	-4%	?	-29%	-6%	-27%	-18%	1%
23. O=C1CSC(=S)N1N=Cc1ccccc1O
  2	/	-2%	?	?	/	?	/	/
24. CC1(C)CC(=NOC(=O)c2ccccc2)CC(C)(C)N1O
  5	0%	-3%	-8%	1%	-1%	?	-6%	4%
25. O=C(NCCCn1ccnc1)C(=O)NCC1OCCN1S(=O)(=O)c1ccc(F)cc1 (centres undefined)
  -8	1%	-2%	-3%	-4%	1%	3%	-2%	-2%
26. Cn1c(CCCNC(=O)c2ccco2)nc2ccccc21
  0	/	0%	?	-28%	/	?	/	/
27. CCC(Oc1ccccc1)C(=O)Nc1cc(-c2cccc(C)c2)nn1-c1ccccc1 (centres undefined)
  3	-1%	0%	-17%	-4%[60.1 µM]	-8%	10%	102%[activator]	/
28. O=C(CCn1nnc2ccccc2c1=O)N[C@H](C(=O)O)c1ccccc1
  -20	8%	0%	-1%	-5%	-2%	0%	-4%	9%
29. COc1cc(NC(=O)Cn2ccc3ccccc3c2=O)cc(OC)c1OC
  0	-26%	0%	8%	8%	-6%	-6%	3%	/
30. CCOC(=O)c1c(Nc2ccccc2OCCOC)n[nH]c1C
  2	?	-6%	-21%	-6%	-5%	11%	-5%	-4%
31. Cc1ccc(/C=N/N2CCN(c3ccccc3)CC2)cc1
  -3	0%	4%	-27%	0%	0%	87%[activator]	-3%	1%
32. COCCn1ccc2c(OCC(=O)NCCc3ccccc3)cccc2c1=O
  -8	/	-4%	1%	7%	/	13%	/	20%
33. N#Cc1nc(COc2ccccc2Cl)oc1NCc1ccc(F)cc1
  -6	12%	3%	-3%	-2%	-7%	7%	-10%	8%
34. COc1cccc2cc(-c3nc4sc5c(c4c(=O)[nH]3)CCC(C(C)(C)C)C5)c(=O)oc12 (centres undefined)
  -7	-5%	0%	-11%	-8%	-2%	-13%	57%[activator]	/
35. Cc1ccc(S(=O)(=O)CCSc2n[nH]c(=O)n2-c2ccc3c(c2)OCCO3)cc1
  -3	30%	-6%	-19%	1%	-3%	15%	-9%	16%
36. Cc1c(C(N)=O)nnn1-c1ccc(Br)cc1
  -10	7%	1%	-15%	11%	-2%	7%	-6%	/
37. CCc1ccc2c(Cl)c(C(=O)N/N=C/c3c[nH]c4ccccc34)sc2c1
  -5	8%	3%	-13%	-9%	-11%	-5%	-1%	-9%
38. O=c1sc2ccccc2c(N2CCCC2)c1[N+](=O)[O-]
  -4	?	-1%	-14%	9%	0%	46%[activator]	-7%	-1%
39. O=C(CNC(=S)N(CCCN1CCOCC1)Cc1cccs1)N1CCCC1
  -5	102%	-1%	6%	-15%	-3%	71%[activator]	6%	-3%
40. CCOC(=O)NC(NCc1ccccc1Cl)(C(F)(F)F)C(F)(F)F
  6	-1%	0%	-7%	-13%	-6%	15%	-21%	-2%
41. COc1ccc(-c2cc(C(F)(F)F)nc(SCC(=O)Nc3cc(C)on3)n2)cc1
  1	0%	-3%	3%	-18%	-1%	3%	-1%	-2%
42. CCc1ccc(CC2S/C(=C(\C#N)C(C)=O)NC2=O)cc1 (centres undefined)
  -3	59%	1%	-13%	-4%	1%	?	-16%	-3%
43. COCc1c(C(=O)N2CCN(CCOc3ccccc3)CC2)oc2ccccc12
  -7	/	-3%	-3%	-5%	/	14%	/	-12%
44. O=C(c1cccc(F)c1)N1CCN(S(=O)(=O)c2ccccc2)CC1
  -2	5%	0%	-15%	-6%	-5%	8%	-8%	1%
45. COc1cc(C(=S)N2CCOCC2)ccc1OC(=O)c1cc([N+](=O)[O-])cc([N+](=O)[O-])c1
  -2	17%	-3%	-7%	-21%	1%	12%	2%	-3%
46. Cc1ccc(Nc2nc(-c3cccs3)cs2)nc1
  2	1%	-13%	-10%	13%	-13%	26%	-23%	5%
47. O=C(CCN1CCCCC1)Nn1c(=S)[nH]c2ccccc2c1=O
  -1	30%	-4%	-3%	-2%	1%	-10%	-6%	17%
48. O=S(=O)(NCc1ccco1)c1cnc(Cl)c(Cl)c1
  -8	-8%	-5%	-9%	-23%	-3%	-22%	-13%	2%
49. O=S(=O)(NC1CCCCC1Sc1ncccn1)c1ccccc1 (centres undefined)
  -7	-2%	0%	-13%	-4%	3%	7%	-4%	8%
50. O=[N+]([O-])c1ccc(OCCOCCOc2ccc([N+](=O)[O-])cc2)cc1
  -6	3%	-3%	-10%	-2%	2%	?	-5%	9%

Continuation.
The line under a structure holds: LDHA block	Pol beta inh	Glioma ERSR ind	Pol eta inh	POLK inh	BLM inh	POLI inh	Apoferritin bind	APEX1 inh
51. O=C(Nc1cccc(NC(=O)c2ccc(-c3ccc(Br)cc3)o2)c1)c1ccccc1
  -5	1%	-1%	?	-4%	-4%	4%	-2%	1%
52. O=C(Cc1ccccc1)N(Cc1cccnc1)c1nc2ccc(Cl)cc2s1
  -2	1%	-2%	-1%	-11%[60.1 µM]	-9%	-10%	-3%	/
53. CCOCCCN(CCC#N)C(=O)C1CCN(S(=O)(=O)c2ccc(-n3cnnn3)cc2)CC1
  -5	27%	-5%	-5%	0%	-2%	124%[activator]	4%	-13%
54. COc1ccc(C2(CNS(=O)(=O)c3ccc(C)cc3)CCOCC2)cc1
  -16	8%	0%	-2%	-18%	-4%	4%	-9%	-3%
55. C/C(=N\NC(=O)CCCNc1ccc(C)cc1)c1ccccn1
  1	4%	6%	-16%	-9%	-8%	18%	-11%	-1%
56. O=C(NCCSc1ccccc1)c1cccnc1
  -13	25%	2%	2%	4%	0%	4%	-6%	-3%

3 compounds from above, ordered by length of the SMILES, smallest number first.
The line under a structure holds: LDHA block	Pol beta inh	Glioma ERSR ind	Pol eta inh	POLK inh	BLM inh	POLI inh	Apoferritin bind	APEX1 inh
55. C/C(=N\NC(=O)CCCNc1ccc(C)cc1)c1ccccn1
  1	4%	6%	-16%	-9%	-8%	18%	-11%	-1%
51. O=C(Nc1cccc(NC(=O)c2ccc(-c3ccc(Br)cc3)o2)c1)c1ccccc1
  -5	1%	-1%	?	-4%	-4%	4%	-2%	1%
12. CCC(C(=O)NC(C)(C)C)N(C(=O)Cn1nnc(-c2ccccc2F)n1)c1cccc2c1CCCC2 (centres undefined)
  -11	-2%	-3%	-7%	-15%	1%	8%	-14%	1%
